FLuc inh counter = firefly luciferase enzyme inhibitors, primary screen, artefact control for luciferase-based inhibitor screens, biochemical, luminescence, ATPLite | Luciferin 4-monooxygenase (Photinus pyralis), P08659 | AID 1006, 2008 | 200,000 compounds, 1.5% hits | inhibition, % at 10 µM | 10 min;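 active = inhibition above about 50% when tested at 10 µM, limit read from the data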
TNAP inh hiacc = human TNAP enzyme inhibitors, primary screen, biochemical, luminescent, high phosphate acceptor level, uHTS. purified TNAP, CDP-star luminescence, 1 M DEA. inhibition, % at 20 µM. AID 1135, 2008. Alkaline phosphatase, tissue-nonspecific isozyme (Homo sapiens), P05186. 200,000 compounds, 0.03% hits;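 active = over 50% inhibition of tissue-nonspecific alkaline phosphatase at 20 µM in the single-dose screen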;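 note: plate controls were DMSO wells for no effect and EDTA-quenched wells as full inhibition for full effect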
Target sequence (P05186 whole entry, looked up): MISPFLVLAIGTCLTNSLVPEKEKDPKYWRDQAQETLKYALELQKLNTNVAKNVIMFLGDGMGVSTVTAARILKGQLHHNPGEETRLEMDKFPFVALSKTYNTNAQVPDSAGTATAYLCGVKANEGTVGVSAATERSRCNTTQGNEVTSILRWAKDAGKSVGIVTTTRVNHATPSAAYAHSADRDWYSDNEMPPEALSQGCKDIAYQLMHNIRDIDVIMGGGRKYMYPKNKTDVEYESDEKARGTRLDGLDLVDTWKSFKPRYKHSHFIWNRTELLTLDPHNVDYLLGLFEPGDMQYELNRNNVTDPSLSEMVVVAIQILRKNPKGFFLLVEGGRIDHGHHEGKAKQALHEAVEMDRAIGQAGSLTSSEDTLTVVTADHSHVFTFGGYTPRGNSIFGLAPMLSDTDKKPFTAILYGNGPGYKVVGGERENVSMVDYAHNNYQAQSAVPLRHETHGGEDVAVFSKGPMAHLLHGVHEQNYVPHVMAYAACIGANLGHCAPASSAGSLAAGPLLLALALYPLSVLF
TNAP inh no acc = human TNAP enzyme inhibitors, primary screen, biochemical, luminescent, no phosphate acceptor, uHTS; Alkaline phosphatase, tissue-nonspecific isozyme (Homo sapiens), P05186; purified TNAP, CDP-star luminescence, 30 min; inhibition, % at 20 µM; 200,000 compounds, 0.26% hits; AID 1012, 2008;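 active = tissue-nonspecific alkaline phosphatase inhibition above about 50% at 20 µM in the single-dose screen, limit read from the data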;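 note: 0% = DMSO negative control and 100% = EDTA positive control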
PMI act = activators of human PMI, primary screen, biochemical, fluorescence intensity, near-Km mannose 6-phosphate. Mannose-6-phosphate isomerase (Homo sapiens), P34949. purified human PMI, coupled resazurin fluorescence, 20 min; active compounds read high; 1 = vehicle control, 0 substrate-free wells. activation factor at 20 µM. 190,000 compounds, 0.005% hits. AID 1214, 2008;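 active = activation factor of 2 or more at 20 µM, relative to plate controls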
Target sequence (P34949 whole entry, looked up): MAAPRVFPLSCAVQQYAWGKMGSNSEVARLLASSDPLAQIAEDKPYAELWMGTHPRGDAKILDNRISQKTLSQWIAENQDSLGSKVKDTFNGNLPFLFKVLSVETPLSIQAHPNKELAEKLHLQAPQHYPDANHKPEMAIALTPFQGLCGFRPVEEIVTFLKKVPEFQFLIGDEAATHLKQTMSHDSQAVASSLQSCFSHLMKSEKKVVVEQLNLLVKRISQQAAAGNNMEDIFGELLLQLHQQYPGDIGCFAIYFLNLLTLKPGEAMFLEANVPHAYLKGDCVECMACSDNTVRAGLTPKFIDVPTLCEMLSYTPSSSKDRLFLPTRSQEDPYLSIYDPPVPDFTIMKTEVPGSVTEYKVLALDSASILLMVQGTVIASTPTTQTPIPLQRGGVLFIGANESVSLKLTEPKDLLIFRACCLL
bIAP act = bovine intestinal alkaline phosphatase activators, primary screen, biochemical, bovine IAP, CDP-star luminescence | purified bovine IAP, 30 min; active compounds read high; fold of DMSO-control signal, blank-subtracted | activation factor at 20 µM | 200,000 compounds, 0.17% hits | AID 1016, 2008;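 active = activation factor of 2 or more at 20 µM, a signal rise over negative controls twice the positive control's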
NF-kB neuron act = activators of NF-kB expression in neurons, primary screen, cell-based, HTS; human neuronal cells, NF-kB reporter expression; active compounds read high; fold change at 12.5 µM; 190,000 compounds, 1.6% hits; in the data active = fold change above about 3.3
FLuc act counter = FLuc activators, initial screening, artefact control for FLuc-dependent activation tests, biochemical, ATPlite luminescence; AID 1027, 2008; activation factor at 10 µM; 200,000 tested, under 10 active; ATPlite luciferase biochemical, 10 min; 0 = ATP-free wells, 1 = DMSO control; Luciferin 4-monooxygenase (Photinus pyralis), P08659;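 active = luciferase activation factor, scaled between plate controls, of at least 2 with compound at 10 µM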
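System: cell-free luciferase reagent; medium: PBS as buffer for the ATP substrate; doses: test compounds dosed from 2 mM stocks in 100% DMSO; incubation: 10 min, room temperature; measured by: luminescence from luciferase reaction; read-out: luciferase activation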
PMI act hi M6P = human PMI activators, high substrate, primary screen, biochemical, fluorescence intensity, near-saturating mannose 6-phosphate | Mannose-6-phosphate isomerase (Homo sapiens), P34949 | coupled PMI enzyme assay, resazurin fluorescence, 20 min; active compounds read high; 1 = untreated enzyme, 0 = substrate-free blank | activation factor at 20 µM | 190,000 compounds, 0.34% hits | AID 1216, 2008;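 active = activation factor of 2 or more at 20 µM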
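Test system: Human PMI in coupled enzyme assay | Input: 15 ng/mL PMI | Medium: HEPES-buffered pH 7.4 with magnesium and detergent | Compound: One concentration, 20 µM, in 1% DMSO | Incubation: Enzyme reaction with compound 20 min at room temperature | Detection: Diaphorase-driven resazurin-to-resorufin fluorescence, excitation 544, emission 590 nm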
APP 5'UTR act = activators of APP 5'UTR luciferase reporter, primary screen, SH-SY5Y cells. SH-SY5Y APP 5'UTR luciferase reporter, luminescence; zero percent = DMSO vehicle wells. activation, % at 2 µM. 190,000 compounds, 1% hits. AID 1276, 2008;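 active = activation above a set limit, based on mean plus 3 SD of controls, cut at about 140% in these data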; note: values of inactives mirror those of a sister screen read the other way
TNAP act hi DEA = TNAP activators at high phosphate acceptor level, primary screen, biochemical, luminescence, uHTS; Alkaline phosphatase, tissue-nonspecific isozyme (Homo sapiens), P05186; purified TNAP, CDP-star luminescence, 1 M DEA, 30 min; active compounds read high; 0 = EDTA background, 1 = DMSO-only activity; activation factor at 20 µM; 200,000 tested, under 10 active;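 active = activation factor at least 2 at 20 µM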
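Measured by: Luminescent substrate turnover signal | Test system: Human TNAP | Input: TNAP 1/800 final | Dosing: 20 µM single point | Schedule: 30 min, room temperature | Controls: EDTA wells as negative control, DMSO wells as positive control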
* hit, by the source's call; . = no result given.

SMILES	FLuc inh counter	TNAP inh hiacc	TNAP inh no acc	PMI act	bIAP act	NF-kB neuron act	FLuc act counter	PMI act hi M6P	APP 5'UTR act	TNAP act hi DEA
Cc1ccc(C(=O)O/N=C(\c2ccccc2)c2ccncc2)cc1	-1	-4	-12	1	0.9	0.96	1	1	-9	1
CCOC(=O)c1c(NC(=S)Nc2ccc(F)cc2)sc2c1CCC2	-8	-1	-12	1.1	0.9	1.2	1.1	1	-10	1
O=C1CCC([N+](=O)[O-])C(c2cc3c(cc2Cl)OCO3)N1 (stereo not given)	-6	-8	-12	0.9	1	1	1.1	0.9	9	1.1
Cc1ccc(C)c(CSc2nnc(-c3ccccn3)n2N)c1	-3	-6	-8	0.9	0.9	1.1	1	0.9	-13	1.1
Cc1ccc2cc(CN(CCN3CCOCC3)C(=O)NCc3ccccc3)c(=O)[nH]c2c1C	-8	-7	-11	1	0.9	0.82	1.1	1	-4	1.1
Cc1cc(C)cc(N=C2NC(=O)/C(=C/c3cccs3)S2)c1	-4	-1	2	0.8	0.8	1	1	0.9	13	1
CCOc1ccccc1C1NC(=O)NC(C)=C1C(=O)OC1CCCC1C (stereo not given)	-8	-4	-10	0.9	0.9	1.1	1.1	0.9	22	1
Cc1nn(C(C)C(=O)NNC(=S)Nc2ccc(F)cc2)c(C)c1[N+](=O)[O-] (stereo not given)	-6	-9	-36	1.1	1.2	1.6	1.1	1.1	-1	1.1
CCCn1nnnc1SCC(=O)N1CCCC1	-7	-2	0	1	0.9	0.99	1.1	1	6	1
COc1ccccc1C1=Nn2c(nnc2C2CCCCC2)SC1	-1	-1	-3	0.8	1	0.75	1	0.9	1	1
O=C1CCCC(O)=C1C=NCc1ccccc1	-7	-4	-13	1.1	1.1	0.98	1.1	1	5	1
CC(NC(=O)c1ccccc1Cl)C(=O)O (stereo not given)	-11	-6	-9	1	0.9	1.1	1.1	0.9	8	1.1
CCC(=O)Nc1ccc(NC(=S)NC(=O)c2cc3ccccc3o2)cc1	-1	5	0	0.9	0.9	1.4	1	0.9	-10	1
COc1cc(NC(=O)CN(C)S(=O)(=O)c2ccc3nc(C)sc3c2)cc(OC)c1	-4	-2	-14	1	0.9	0.92	1	1	18	1
Cc1cc(C(=O)Nc2cccc3cccnc23)ccc1[N+](=O)[O-]	-1	0	-9	1	1	1.6	1	1	26	1
CC(C(=O)Nc1nc2ccccc2s1)n1cc([N+](=O)[O-])cn1 (stereo not given)	-3	-2	-9	0.9	0.8	1.4	1	0.9	-1	1
Cc1cccc(C)c1NC(=O)C(Cl)=C(Cl)Cl	-5	-6	-12	1	1	1.3	1	1.1	13	1.1
COC(=O)c1sccc1NC(=S)N1CCCCC1	-2	-7	-7	0.8	0.9	1.1	1	0.9	0	1.1
CCN1CCN(CC(=O)Nc2cccc(C)c2C)C(=O)C1=O	-4	-2	-7	1	1	1.2	1	1	0	1
COCCCN1C(=O)/C(=C\c2ccc3c(c2)OCO3)C(C(=O)OC)=C1C	-7	7	8	0.9	1	1.1	1.1	0.9	6	0.9
O=C1c2ccccc2NC(c2ccc(-c3cccc(Cl)c3)o2)N1O (stereo not given)	17	0	-1	1.1	1	1.7	0.8	1.2	72	1
Cc1occc1C(=O)N/N=C/C1=C(N2CCOCC2)C(=C\c2ccc(Cl)cc2)/CC1	-5	5	-11	0.9	0.8	1.4	1.1	0.9	16	1
Cc1ccc(S(=O)(=O)N(C)CC(=O)N2CCN(c3ccccn3)CC2)cc1	-5	-3	-16	0.9	0.9	0.88	1	0.9	-35	1
CCCOc1ccc(C(=O)CCC(=O)OCC(=O)N2CC(=O)Nc3ccccc32)cc1	4	-7	-6	0.8	0.8	1.1	1	0.9	-11	1.1
N#CC1=C(N)N(c2ccc(Br)cc2)C2=C(C(=O)CCC2)C1c1cccnc1 (stereo not given)	-6	0	1	0.9	1	1.1	1.1	0.9	6	1
CN(C)S(=O)(=O)c1cccc(C(=O)Nc2cccnc2)c1	-4	-8	-11	1.1	0.9	0.98	1	1.1	2	1.1
CC1(C)NC(=O)N(CCOCCOc2cccc(Oc3ccccc3)c2)C1=O	-19	-4	-7	0.9	1	0.92	1.2	0.9	-7	1
c1ccc(-c2nnc(SCc3nc4ccccc4[nH]3)n2Cc2ccco2)nc1	-11	-8	-2	1	1.6	0.78	1.1	1	-6	1.1
CCn1cc(-c2ccnc3cc(C(=O)O)nn23)c(C)n1	0	1	-2	1.1	1	1.2	1	1	12	1
O=C(Nc1cccnc1)c1ccc(N2CCCC2)c([N+](=O)[O-])c1	4	4	-4	0.9	0.9	1.5	1	1	3	1
Cc1cc(NC(=O)CSc2nc(=O)cc(N)n2-c2ccc(Cl)cc2)no1	-1	-3	-8	0.9	1.1	1	1	0.9	-2	1
COCCNC(=O)Cn1cc(C(=S)N2CCCCC2)c2ccccc21	0	-4	-9	1.1	1.2	1.1	1	1	-4	1
CCOC(=O)NC1(C(F)(F)F)C(=O)NC(C)=C1C(=O)OC (stereo not given)	-1	-4	-16	1	0.9	1.1	1	1	10	1
O=C(/C=C/c1ccc(-c2ccccc2[N+](=O)[O-])o1)c1ccco1	0	4	6	0.9	0.9	1.3	1	0.5	18	1
CCCCc1cc(=O)oc2c(CN(CC)CC)c(O)c(Cl)cc12	11	-6	-5	1.1	1.1	1.1	0.9	1	3	1.1
CC1CCCC(C)N1CCCNC(=O)c1cc2c(=O)n(C)c3ccccc3c2n1C (stereo not given)	-1	-4	-23	1	1.4	1.2	1	1	9	1

Entries shown so far that contain an aryl methoxy group (two):
SMILES	FLuc inh counter	TNAP inh hiacc	TNAP inh no acc	PMI act	bIAP act	NF-kB neuron act	FLuc act counter	PMI act hi M6P	APP 5'UTR act	TNAP act hi DEA
COc1ccccc1C1=Nn2c(nnc2C2CCCCC2)SC1	-1	-1	-3	0.8	1	0.75	1	0.9	1	1
COc1cc(NC(=O)CN(C)S(=O)(=O)c2ccc3nc(C)sc3c2)cc(OC)c1	-4	-2	-14	1	0.9	0.92	1	1	18	1

Some of the entries so far, field by field:
> CN(C)S(=O)(=O)c1cccc(C(=O)Nc2cccnc2)c1
  FLuc inh counter: -4
  TNAP inh hiacc: -8
  TNAP inh no acc: -11
  PMI act: 1.1
  bIAP act: 0.9
  NF-kB neuron act: 0.98
  FLuc act counter: 1
  PMI act hi M6P: 1.1
  APP 5'UTR act: 2
  TNAP act hi DEA: 1.1

> CC1(C)NC(=O)N(CCOCCOc2cccc(Oc3ccccc3)c2)C1=O
  FLuc inh counter: -19
  TNAP inh hiacc: -4
  TNAP inh no acc: -7
  PMI act: 0.9
  bIAP act: 1
  NF-kB neuron act: 0.92
  FLuc act counter: 1.2
  PMI act hi M6P: 0.9
  APP 5'UTR act: -7
  TNAP act hi DEA: 1

(further entries)
SMILES	FLuc inh counter	TNAP inh hiacc	TNAP inh no acc	PMI act	bIAP act	NF-kB neuron act	FLuc act counter	PMI act hi M6P	APP 5'UTR act	TNAP act hi DEA
COc1ccc(C(CC(=O)c2ccccc2)S(=O)(=O)c2ccccc2)cc1 (stereo not given)	33	4	-3	1	1	2.1	0.7	1	91	1
CCOC(=O)Nc1oc2ccccc2c(=O)c1C	-6	1	-6	1	1	0.97	1.1	1	7	1
Cc1cc(C)c(C(N)=O)c(Nc2ccc3c(c2)OCCO3)n1	-11	-2	-8	0.7	1	1.1	1.1	0.9	14	1
COC(=O)c1ccc(CN(C)S(=O)(=O)c2ccc(C)cc2)o1	-3	-5	-7	1	1.2	1.2	1	1	.	1
Cc1[nH]nc2c1C(=O)CCC2	-5	-5	4	1	0.9	0.94	1	1	2	1
COc1cccc(CNC(=O)Cc2ccc(-n3c(=O)[nH]c4ccccc4c3=O)cc2)c1	-4	1	-12	0.9	0.8	1	1	1.1	-15	1
COc1ccc(-c2oc3ccccc3c(=O)c2OC(=O)c2ccc(C)cc2)cc1	-2	-1	-4	0.9	1	1.1	1	0.9	3	1
COc1ccccc1C(=O)Nc1ccc(C2=NNC(=O)CC2C)cc1 (stereo not given)	11	-1	-6	0.9	1.1	0.95	0.9	0.9	19	1
CC1CCOC2(O1)C(=O)N(CN1CCN(c3cccc(Cl)c3)CC1)c1ccccc12 (stereo not given)	-5	-1	-4	0.9	0.9	0.95	1.1	0.8	9	1
COCc1cc(=O)[nH]c2cc(NC(=O)C3CC3)c(C)cc12	-3	-1	-7	1	1	0.82	1	1	-10	1
Cc1ccc(NC(=O)C2(c3cccs3)CCOCC2)cc1C	-9	-5	-20	1	0.9	1	1.1	1.1	-11	1
COCCn1c(SCC(=O)Nc2nnc(C)s2)nnc1-c1cc2ccccc2cc1O	-2	-6	-2	0.9	1.1	1.2	1	0.9	1	1.1
COc1cc(C(=O)N2CCN(S(=O)(=O)c3cccs3)CC2)cc(OC)c1C	-8	-6	-5	0.9	1	1.1	1.1	1	10	1.1
O=C(Nc1ccccc1C(=O)NCc1cccnc1)c1ccc(Cl)cc1Cl	1	4	-12	0.8	0.8	1.1	1	0.8	29	1
C=CCN(CC=C)C(=O)Cn1cnc([N+](=O)[O-])n1	-4	2	-10	0.9	1	1.1	1	0.9	-2	1
O=C(O)c1ccc(C2SCC(=O)N2Cc2ccco2)cc1 (stereo not given)	-8	-2	-5	.	0.9	0.91	1.1	.	19	1
CS(=O)(=O)Nc1cccc2cccnc12	-1	-4	7	0.9	1.3	1.1	1	0.8	-8	1
CCOC(=O)c1c(-c2ccc(C)o2)csc1NC(=O)CSc1ncn[nH]1	-6	1	-10	0.9	1.2	1.1	1.1	1	44	1
CCN(CC)S(=O)(=O)c1ccc(N/N=C/c2ccc(OC)c(OC)c2OC)nc1	3	-4	-7	1	1	1.2	1	0.9	-16	1
COC(=O)c1ccccc1NC(=O)NCc1ccco1	-2	-3	-11	1	0.9	1.1	1	0.9	-3	1
CC(C)(C)NC(=O)Cn1c(SCC(=O)N2CCCCCC2)nc2ccccc21	-4	-5	-9	1	1.1	1.1	1	1.1	17	1
CC(C(=O)O)n1nc2ccccc2n1 (stereo not given)	-6	-5	-15	1	1	1.5	1.1	1	1	1
COCc1cc(C)nc(N/N=C/c2ccc(-c3cc(C(=O)O)ccc3Cl)o2)c1C#N	-2	1	-42	1.2	1	1	1	1.1	15	1
CCn1c(Cn2nnc(-c3ccccc3)n2)nnc1SCC(=O)N1CCOCC1	-5	0	-8	1	1	0.97	1	1	-3	1
CC/C(=N/OC(=O)c1cccc(C)c1)C(=O)c1cccs1	-4	-2	-11	1.1	1	0.91	1	1	1	1
O=C(CSc1nc2ccccc2o1)NC(=O)NCc1ccccc1	-4	-5	-5	0.9	1	0.91	1	0.9	-3	1.1

Screens: PubChem BioAssay, several laboratories

No enrichment for hits; 3.6% or so of the library scored in one or more.
